# ARNT-TACC3 inh: disruptors of human ARNT/TACC3 interaction; Q9Y6A5; AlphaScreen His-ARNT PAS-B/GST-TACC3 binding, luminescence; TACC3 fragment carries E629A point mutation; inhibition, % at 9.99 µM; hit rate 0.66% among 390,000; AID 623870;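 active = mean inhibition of replicates at least 50% and at least half of replicates each reaching 50%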;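 note: 0% = complete ARNT plus TACC3 wells and 100% = ARNT alone without TACC3; many hits fall short of the cut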
# RAD52 anneal inh: RAD52 (human) annealing inhibition; P43351; recombinant RAD52 DNA annealing, FRET fluorescence; inhibition, % at 18.7 µM; hit rate 0.46% among 360,000; AID 651710;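 active = every replicate showing at least 50% inhibition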
# esBAF inh: SWI/SNF esBAF complex inhibition. mouse ES cells, Bmi1-luciferase knock-in reporter, 24 h; 100% = twice the neutral-well signal. reporter increase, % at 12.5 µM. AID 602393. hit rate 2% among 350,000; in the data active = activation above about 40%;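 note: 0% = median of the plate's neutral control wells and 100% = double that signal; a rise in the Bmi1 reporter signal indicates esBAF inhibition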
# E-sel inducer: E-selectin induction on HUVECs. P16581. HUVEC E-selectin immunofluorescence imaging; normalized: neutral wells 0, TNF-alpha wells 100. activation, % at 7.58 µM. hit rate 0.37% among 260,000. AID 686992;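 active = mean E-selectin-positive cell signal at least 10% of the positive control, reached in at least 60% of replicates, without over 20% cell loss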;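 note: in these data hits start at about 27%; measured in HUVEC primary endothelial cells; signal is the percent of cells scored E-selectin positive by PE staining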
#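 assay system = HUVEC, human umbilical vein endothelial cells | input = 3,000 HUVEC seeded per well | medium = EGM-2 growth medium on 0.1% gelatin-coated wells | dosing = one compound dose added by pin transfer | signal = immunofluorescence imaging | read-out basis = % PE-positive cells | control set = TNF-alpha, DMSO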
# PglD DTNB: PglD (C. jejuni) enzyme inhibition | purified PglD enzyme, DTNB colorimetric CoA detection | inhibition, % at 12.5 µM | hit rate 0.098% among 360,000; in the data active = inhibition above about 16%, passing the limit was not always enough; note: strong numbers were not always called active
# RAD54 branch: RAD54 (human) branch migration inhibition. hit rate 0.14% among 360,000. inhibition, % at 10.4 µM. RAD54 Holliday junction branch migration, FAM/BHQ fluorescence. Q92698;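 active = mean normalized replicate activity at least 40 and at least half of replicates scoring 40 or more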;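 note: 0% = median of neutral control wells and 100% = median of positive control wells; inhibitors cause a drop in the FAM fluorescence signal; in these data hits start at about 50%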
# Casp6 inh: blocks human caspase-6 cleavage activity; P55212; inhibition, % at 12.5 µM; hit rate 0.53% among 350,000; AID 686996; purified caspase-6, Z-VEID-R110 cleavage fluorescence;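 active = mean inhibition across replicates at least about 35%, with every replicate also reaching that limit, limit read from the data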;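 note: 0% = median of neutral control wells and 100% = no fluorescence left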
# Target sequence (P55212 24-179 limits assumed): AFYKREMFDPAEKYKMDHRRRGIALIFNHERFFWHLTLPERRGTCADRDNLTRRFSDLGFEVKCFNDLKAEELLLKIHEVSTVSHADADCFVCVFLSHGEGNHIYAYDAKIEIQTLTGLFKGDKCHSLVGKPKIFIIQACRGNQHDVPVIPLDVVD
# Target sequence (P55212 194-293 limits assumed): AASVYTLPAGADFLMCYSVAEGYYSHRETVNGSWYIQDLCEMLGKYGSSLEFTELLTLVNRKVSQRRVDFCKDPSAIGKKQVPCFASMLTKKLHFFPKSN
# ERp5 block: inhibitors of human ERp5; inhibition, % at 9.99 µM; AID 651711; hit rate 0.05% among 350,000; ERp5 insulin aggregation, absorbance 650 nm, 90 min; Q15084;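 active = mean replicate inhibition above about 25%, with every replicate also reaching it, limit read from the data, passing the limit was not always enough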
# Target sequence (Q15084 whole entry, looked up): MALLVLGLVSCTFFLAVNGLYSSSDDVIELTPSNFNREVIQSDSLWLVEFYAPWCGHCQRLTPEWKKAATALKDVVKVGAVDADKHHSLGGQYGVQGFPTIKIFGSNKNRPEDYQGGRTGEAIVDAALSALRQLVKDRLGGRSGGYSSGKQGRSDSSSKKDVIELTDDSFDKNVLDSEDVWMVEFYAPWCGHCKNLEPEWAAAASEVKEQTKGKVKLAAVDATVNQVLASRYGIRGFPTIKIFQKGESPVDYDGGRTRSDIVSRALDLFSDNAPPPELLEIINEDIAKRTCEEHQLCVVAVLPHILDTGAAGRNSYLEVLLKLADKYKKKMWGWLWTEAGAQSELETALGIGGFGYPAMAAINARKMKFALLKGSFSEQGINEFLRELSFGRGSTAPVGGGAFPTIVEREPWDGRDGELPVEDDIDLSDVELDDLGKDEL
# Active calls of the source: *; nt = not tested or not shown; & = joins results of further samples.
(1) Cc1ccc(NC(=O)CSc2nnc(-c3cccnc3)o2)c(C)c1
(2) CCOC(=O)Cn1nc(C(F)F)c(Br)c1C
(3) CCN(CC)S(=O)(=O)c1cc(F)ccc1OC
(4) COc1cc(NC(=O)c2cccc(Cl)c2)c(OC)cc1NC(=O)CN1CCCCC1
(5) O=c1nc(-c2ccccc2)c2ccccc2[nH]1
(6) O=C(c1cnn2c(C(F)F)cc(-c3ccccc3)nc12)N1CCOCC1
(7) CCOC(=O)N1CCC(Nc2c(NCCCN3CCN(C4CCCCC4)CC3)c(=O)c2=O)CC1
(8) O=C(NCC[C@@H]1CC[C@@H](NC(=O)C2CCOCC2)[C@H](CO)O1)c1ccc(F)cc1
(9) O=C(NCC1CC1)[C@H]1[C@H](CO)[C@H]2Cn3c(cccc3=O)[C@H]2N1CCC(F)(F)F
(10) Cc1ccc(S(=O)(=O)Nc2cccc3c2O[C@@H](CN(C)CC2CC2)[C@H](C)CN([C@@H](C)CO)C3=O)cc1

entry no.	1	2	3	4	5	6	7	8	9	10
ARNT-TACC3 inh	-5	8	-2	7	8	-7	-11	nt	-7	0
RAD52 anneal inh	-15	-7	nt	-7	nt	nt	1	11	6	2
esBAF inh	5	nt	7	nt	13	-1	nt	-9	1	-2
E-sel inducer	-0.4	nt	nt	nt	nt	nt	2.8	-0.4	-0.1	0.0
PglD DTNB	nt	nt	-3	nt	-8	-1	nt	8	-3	2
RAD54 branch	nt	nt	-5	nt	3	-5	nt	-14	5	-5
Casp6 inh	-3	-1	nt	1	nt	nt	-92	-1	-1	0
ERp5 block	0	-3	nt	6	nt	nt	3	0	-2	1

(11) COc1cccc(CN2CCN(CCCc3ccccc3)C(CCO)C2)c1O (centres undefined)
(12) CSc1ccc(/C=N/n2c(COc3ccccc3)n[nH]c2=S)cc1
(13) COc1ccc(/C=N/NC(=O)c2cccnc2)cc1CN1CCCc2ccccc21
(14) Cc1ccc(NC(=O)CSc2nc3ccccc3c3nc4ccccc4n23)cc1
(15) COc1ccc(-c2cc(N3C(=O)Nc4ccccc4N3O)n[nH]2)cc1
(16) O=S(=O)(c1ccccc1)N1CCCCN2[C@H](C1)[C@H](c1ccc(-c3cncnc3)cc1)[C@@H]2CO
(17) C[C@@H]1CN([C@H](C)CO)C(=O)CCCn2nncc2CO[C@H]1CN(C)Cc1cccc(O)c1
(18) C/C(=N\NC(=O)CC1N=C(Cc2ccccc2)NNC1=O)c1ccc(C)cc1 (centres undefined)
(19) C[C@@H]1CN([C@H](C)CO)C(=O)c2cc(-c3cncnc3)cnc2O[C@H]1CN(C)C(=O)CN1CCOCC1
(20) COc1ccc(-c2cc3nc(NCCNC(C)=O)n(C)c(=O)c3s2)c(C)c1

entry no.	11	12	13	14	15	16	17	18	19	20
ARNT-TACC3 inh	-2	10	14	-3	-3	-2	-1	7	-1	nt
RAD52 anneal inh	-2	-5	-6	nt	nt	11	-11&11	nt	-14	5
esBAF inh	-1	-2	nt	2	nt	nt	-2&-1	-2	-5	-1
E-sel inducer	nt	0.2	nt	nt	-0.3	0.1	-0.1	nt	0.0	-0.1
PglD DTNB	6	4	nt	0	3	1	4&3	1	0	-2
RAD54 branch	-2	3	nt	-3	1	5	-5&-3	1	-1	-3
Casp6 inh	1	-4	0	nt	nt	-1	-4&-4	nt	6	-1
ERp5 block	5	-1	2	nt	nt	-4	5&-1	nt	-2	-3

(21) O=C(COC(=O)Cc1c(F)cccc1Cl)NC(=O)c1ccccc1
(22) COc1cc(CCC(=O)NCc2ccc(F)cc2)cc(OC)c1OC
(23) CN1CCC(N2CCN(C3CN(Cc4cn(Cc5cccc(C(F)(F)F)c5)nn4)S(=O)(=O)C3)CC2)CC1 (centres undefined)
(24) CC(=O)C1=C(C)NC(=O)CC1c1ccc(F)cc1 (centres undefined)
(25) COC(=O)c1sccc1NC(=O)Nc1ccc(OC)cc1
(26) CS(=O)(=O)Nc1ccccc1C(=O)OCC(=O)NCc1cccs1
(27) CC1CN(S(=O)(=O)c2ccc(Cl)c(S(=O)(=O)N3CC(C)OC(C)C3)c2)CC(C)O1 (centres undefined)
(28) Cn1ccnc1SCc1cn2ccccc2n1
(29) C[C@H](CO)N1C[C@H](C)[C@H](CN(C)C(=O)c2ccccc2)Oc2ncc(/C=C/c3ccccc3)cc2C1=O
(30) Cc1ccccc1Nc1c(-c2ccccc2)nc2ncccn12

entry no.	21	22	23	24	25	26	27	28	29	30
ARNT-TACC3 inh	-2	-10	nt	2	-4	nt	12	-6	-1	-5
RAD52 anneal inh	-9	-14	4	-11	-8	-14	nt	nt	18	-4
esBAF inh	nt	6	nt	-1	33	6	-1	11	1	nt
E-sel inducer	nt	0.0	0.0	2.6	nt	5.6	nt	nt	0.0	-0.2
PglD DTNB	-4	-2	nt	0	-5	nt	-6	-3	3	nt
RAD54 branch	-5	5	nt	-2	11	nt	1	-11	1	nt
Casp6 inh	-4	nt	-107	-2	1	1	nt	nt	3	2
ERp5 block	-1	3	2	-2	-1	-14	nt	nt	-5	1

(31) CCN(CC)c1ccc(/C=N/NC(=O)c2ccc3nc[nH]c3c2)c(O)c1
(32) COc1ccc(NC(=O)C2CCCN(S(C)(=O)=O)C2)cc1OC (centres undefined)
(33) COCCN1C[C@@H](CO)O[C@@H](n2cnc3c(N4CCOCC4)ncnc32)C1
(34) COc1cc(C(=O)N2CCCC(c3nc(-c4cccs4)no3)C2)cc(OC)c1OC (centres undefined)
(35) Cc1cc(C)cc(NC(=S)N2CC(C)OC(C)C2)c1 (centres undefined)
(36) COc1ccc(OCCSc2nc(N)cc(N)n2)cc1
(37) COc1ccc(-c2ccc(-c3nc4ccc(C)cn4c3NC3CCCCC3)cc2OC)cc1
(38) Cn1c2ccccc2c(=O)c2cc(C#Cc3ccc(N)cc3)ccc21
(39) COc1ccc(NCC(=O)N/N=C/C=C/c2ccccc2[N+](=O)[O-])cc1
(40) COc1cccc(C(=O)N2CCN(C3CCCCC3)CC2)c1

entry no.	31	32	33	34	35	36	37	38	39	40
ARNT-TACC3 inh	55*	-6	nt	38	6	1	-4	-8	-4	-1
RAD52 anneal inh	nt	4	-48	nt	-4	nt	-24&-23	nt	-16	-4
esBAF inh	-33	-6	-10	2	nt	67*	-5	1	-4	-2
E-sel inducer	nt	nt	0.0	nt	0.0	nt	0.0&0.1	0.6	nt	-0.2
PglD DTNB	-9	-7	2	-6	2	2	-4	-2	-5	-1
RAD54 branch	2	0	-1	-4	-4	0	3	-1	9	-2
Casp6 inh	nt	3	2	nt	-2	nt	-5&-1	nt	-2	-4
ERp5 block	nt	3	7	nt	3	nt	2&3	nt	4	0

# Complete entries as entered above. Order of screens: ARNT-TACC3 inh | RAD52 anneal inh | esBAF inh | E-sel inducer | PglD DTNB | RAD54 branch | Casp6 inh | ERp5 block
# Cc1cc(C)cc(NC(=S)N2CC(C)OC(C)C2)c1 (centres undefined) in the list: 6 | -4 | nt | 0.0 | 2 | -4 | -2 | 3
# COCCN1C[C@@H](CO)O[C@@H](n2cnc3c(N4CCOCC4)ncnc32)C1 in the list: nt | -48 | -10 | 0.0 | 2 | -1 | 2 | 7
# COc1ccc(OCCSc2nc(N)cc(N)n2)cc1 in the list: 1 | nt | 67* | nt | 2 | 0 | nt | nt

# Ordered by the number under Casp6 inh (falling): 3 of the compounds above
No. | SMILES | ARNT-TACC3 inh | RAD52 anneal inh | esBAF inh | PglD DTNB | Casp6 inh | ERp5 block
32 | COc1ccc(NC(=O)C2CCCN(S(C)(=O)=O)C2)cc1OC (centres undefined) | -6 | 4 | -6 | -7 | 3 | 3
39 | COc1ccc(NCC(=O)N/N=C/C=C/c2ccccc2[N+](=O)[O-])cc1 | -4 | -16 | -4 | -5 | -2 | 4
40 | COc1cccc(C(=O)N2CCN(C3CCCCC3)CC2)c1 | -1 | -4 | -2 | -1 | -4 | 0

# Other structures
(41) CCOC(=O)C(Cc1ccccc1)NC(=O)CCc1c(C)nc2nc(C)nn2c1C (centres undefined)
(42) Cc1cc2ccccc2nc1Br
(43) C[C@H](CO)N1C[C@H](C)[C@H](CN(C)Cc2ccncc2)OCCCC[C@H](C)Oc2ccc(NC(=O)c3ccncc3)cc2C1=O
(44) C[C@@H]1CN([C@H](C)CO)C(=O)c2cc(NS(=O)(=O)c3ccc(Cl)cc3)ccc2O[C@@H](C)CCCCO[C@@H]1CN(C)S(=O)(=O)c1cn(C)cn1
(45) CCn1c(SCC(=O)NC(C)c2ccccc2)nc2ccccc21 (centres undefined)
(46) CCCn1c(CNS(=O)(=O)c2ccc(C)cc2)nc2ccccc21
(47) CCc1ccc(N2C(=O)CC(N(CC3CCCO3)C(=O)/C=C/C(=O)O)C2=O)cc1 (centres undefined)
(48) COc1ccc(NC(=S)N(CCc2c(C)[nH]c3ccccc23)Cc2ccco2)cc1
(49) CS(=O)(=O)c1ccc2nc(NC(=O)C3CC(=O)N(c4ccccc4)C3)sc2c1 (centres undefined)
(50) CCOC(=O)CNC(=O)C1COc2ccccc2O1 (centres undefined)

entry no.	41	42	43	44	45	46	47	48	49	50
ARNT-TACC3 inh	-2	-2	-4	-3	-4	-2	-3	1	nt	-1
RAD52 anneal inh	nt	-21	-6	-44	-12	-6	nt	-14	-14	-7
esBAF inh	-3	nt	nt	-3	2	0	3	4	-4	-3
E-sel inducer	nt	4.4	-0.1	nt	nt	0.0	nt	0.2	0.1	6.9
PglD DTNB	-1	nt	2	-2	-4	-1	-9	2	5	0
RAD54 branch	-6	nt	9	9	-4	-10	-7	10	-5	-2
Casp6 inh	nt	-1	-2	14	0	1	nt	0	-4	-3
ERp5 block	nt	1	1	-2	-10	1	nt	-2	1	-2

(51) O=C(OCC(=O)c1cccs1)c1ccc([N+](=O)[O-])o1
(52) O=C(C(Cc1ccccc1)n1cccc1)N1CCCCCC1 (centres undefined)
(53) Cc1cc(Cl)n2c(nc3ccccc32)c1C#N
(54) COc1cc(CCC(=O)NCc2ccc(Cl)cc2)cc(OC)c1OC
(55) Cc1cc(Cl)c(S(=O)(=O)NC2CCCC2)cc1OCC(N)=O
(56) COc1ccccc1C(=O)NCC(c1cccnc1)N(C)C (centres undefined)
(57) Cc1ccc(NC(=O)c2cnc(N3CCN(c4ccccn4)CC3)c3ccccc23)c(Br)c1
(58) O=C(CCNc1n[nH]c(=O)[nH]c1=O)N1CCOCC1
(59) COCCN1C(=O)c2cc(C(=O)Nc3ccc(C)c(F)c3)ccc2C1Nc1ccc(C)c(F)c1 (centres undefined)
(60) CCCCC(=O)Nc1nc(C)c(C(C)=O)s1
(61) Cc1c(-c2ccccc2)cnc2c(C)cccc12

entry no.	51	52	53	54	55	56	57	58	59	60	61
ARNT-TACC3 inh	-2	3	-2	-7	-8	0	-14	-1	-5	7	-15
RAD52 anneal inh	-4	-17	-6	-8	-12	-9	-13	nt	-16	11	-5
esBAF inh	1	6	nt	-7	-4	2	nt	-4	19	-11	nt
E-sel inducer	-0.7	3.2	-1.3	0.1	-0.5	nt	nt	nt	3.1	-0.4	0.8
PglD DTNB	7	2	nt	-5	-1	-4	nt	-7	-1	2	2
RAD54 branch	-3	-2	nt	6	7	7	nt	-22	-3	-4	-4
Casp6 inh	0	-2	0	-1	3	2	-2	nt	-1	-1	-1
ERp5 block	-7	12	-3	1	1	0	2	nt	-5	4	-6

# Part of the list above in order of number of heavy atoms, smallest number first.
(60) CCCCC(=O)Nc1nc(C)c(C(C)=O)s1
(53) Cc1cc(Cl)n2c(nc3ccccc32)c1C#N
(57) Cc1ccc(NC(=O)c2cnc(N3CCN(c4ccccn4)CC3)c3ccccc23)c(Br)c1

entry no.	60	53	57
ARNT-TACC3 inh	7	-2	-14
RAD52 anneal inh	11	-6	-13
esBAF inh	-11	nt	nt
E-sel inducer	-0.4	-1.3	nt
PglD DTNB	2	nt	nt
RAD54 branch	-4	nt	nt
Casp6 inh	-1	0	-2
ERp5 block	4	-3	2

# Screening data from PubChem BioAssay.
